Source: PubChem
ATXN2 expr inh: inhibitors of ATXN2 expression. 360,000 tested, 0.72% active. Potency, µM (series often up to 57 µM), inactives show at the highest dose activity change, negative = inhibition, most hits filed as inhibitors. HEK-293 ATXN2-luciferase reporter, luminescence, 24 h. AID 1745845; also: potency is read from the fitted curve at half-maximal effect; % is scaled to controls: 0 for no effect and ±100 for the full control effect; nearly all actives have a fitted effect of over 55% in size
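ATXN2-luciferase reporter cells (luciferase flanked by upstream and downstream ATXN2 gene portions) were treated 24 h at 37 °C with compounds at up to 57 uM. SteadyGlo luminescence gave expression; GF-AFC fluorescence gave viability.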
S2 tox: reduces viability in counter-screen for ATXN expression inhibitors; AID 651635; S2 cells (HEK-293 line with an ATXN2-luciferase reporter) viability, CellTiter-Fluor protease fluorescence, 24 h; 400,000 tested, 0.49% active; Potency, µM (titrated, usually from 56.7 µM), hits mostly cytotoxic; also: potency is read from the fitted curve at half-maximal effect; nearly all actives have a fitted effect of over 40% in size
HT1080-NT tox: kills 2HG-producing HT-1080-NT fibrosarcoma cells | AID 686970 | Potency, µM (titrated, usually from 46.1 µM), without a hit: top-dose activity, negative = less viability, actives largely listed as cytotoxic | 360,000 tested, 1.6% active | HT-1080-NT fibrosarcoma viability, CellTiter-Glo ATP luminescence, 48 h;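 also: NT is the 2HG producing partner of a matched IDH1 knockdown line; potency is read from the fitted curve at half-maximal effect; 0% = DMSO-treated cells and -100% = media-only wells without cells; nearly all actives have a fitted effect of over 55% in size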
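Viability by CellTiter-Glo luminescence after 48 h compound exposure at 37C of HT-1080-NT cells (750/well, RPMI, 5% FBS). % activity scaled between DMSO wells and medium-only wells, then curve-fitted and categorized by curve class.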
KB-3-1 cytotox: KB-3-1 parental cell cytotoxicity. KB-3-1 viability, CellTiter-Glo ATP luminescence, 72 h. Potency, µM (titrated, usually from 46.1 µM), inactives show top-dose activity change, negative = cytotoxic, most hits filed as cytotoxic. 400,000 tested, 1.4% active. AID 1347075; also: potency is read from the fitted curve at half-maximal effect; % is scaled to controls: 0 for no effect and ±100 for the full control effect; nearly all actives have a fitted effect of over 60% in size
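Cytotoxicity measured as CellTiter-Glo luminescence after 72 h at 37 C. Compound titrations were pinned onto drug-naive KB-3-1 parental adenocarcinoma cells grown in DMEM with 10% FBS, and normalized data fitted to concentration-response curves.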
IL-1B inflam inh: blocks inflammasome-driven IL-1 beta release | THP-1 LPS/ATP IL-1B secretion, AlphaLISA, 16 h; hits give low values | activity change, % at 57.5 µM | 360,000 tested, 4.7% active | AID 743279; in the data active = activity change below about -50%; inconclusive = mostly about -30% to -49%; also: % is scaled to controls: 0 for no effect and ±100 for the full control effect
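Secreted IL-1B measured by AlphaLISA bead assay after 16 h compound exposure of THP-1 cells; compounds (final up to 57.5 uM) added 1 h before LPS (250 ng/mL) and ATP (1.25 mM) stimulation; lower signal means less secretion.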
HT1080 IDH1KD tx: HT-1080 IDH1 knockdown cell toxicity (counter line); Potency, µM (top dose mostly 46.1 µM), for inactives: at the top dose activity, negative = toxicity, usual class: cytotoxic; HT-1080 IDH1 knockdown viability, ATP luminescence, 48 h; 360,000 tested, 2% active;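 also: potency is read from the fitted curve at half-maximal effect; 0% = DMSO wells and -100% = cell-free medium wells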
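After a 2 h attachment period, IDH1KD HT-1080 cells took pin-transferred compound for 48 h at 37 °C; ATP-based luminescence after 10 min room-temperature reagent incubation reported viability.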
MCF10A rerep: inducers of DNA re-replication in MCF 10A breast cells; MCF 10A DNA re-replication, Hoechst nuclear intensity, 48 h; Potency, µM (top dose mostly 46.1 µM), inactives show at the highest dose activity, positive = re-replication, usual class: activators; 350,000 tested, 2.9% active; also: potency is read from the fitted curve at half-maximal effect; % of control where 0% means no effect; nearly all actives have a fitted effect of over 50% in size
SW480 rerep: DNA re-replication induction in SW480 cells | SW480 DNA re-replication, Hoechst DNA content imaging, 48 h | Potency, µM (highest dose often 46.1 µM), for the others: at the highest dose re-replication activation, most hits filed as activators | 340,000 tested, 1.8% active | AID 624297; also: potency is read from the fitted curve at half-maximal effect; % of control where 0% means no effect; nearly all actives have a fitted effect of over 55% in size
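Per well, 250 cells were exposed to pinned compound for 48 hr. Nuclear DNA was visualised with Hoechst (40 min, 37 C) and total object intensity recorded by fluorescence scanning.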
KB-V1 MDR tox: KB-V1 MDR subline cytotoxicity | 400,000 tested, 3.4% active | KB-V1 MDR cells viability, CellTiter-Glo, 72 h | Potency, µM (highest dose often 46.1 µM), without a hit: at the highest dose activity change, negative = cytotoxicity, most hits filed as cytotoxic; also: potency is read from the fitted curve at half-maximal effect; % is scaled to controls: 0 for no effect and ±100 for the full control effect; nearly all actives have a fitted effect of over 60% in size
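Following 72 h at 37 degrees C with compound, KB-V1 cell viability was read by CellTiter-Glo luminescence, medium being phenol-red-free DMEM plus 10% FBS; concentration-response parameters came from normalized, curve-fitted qHTS data.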
Numbers without * were called inactive; i = inactive; ? = inconclusive; . = not tested or not shown; [ ] = another dose, or the depositor's remark. Unless noted, calls follow the shape of the dose curve; as a rule, active = well fitted curve in the direction sought with a large enough effect; inconclusive = small, poorly fitted or top-dose-only effect, or another doubt; inactive = no such curve, though single readings can be large; an effect the other way counts as inactive or inconclusive.

Each structure is followed by: SW480 rerep | HT1080 IDH1KD tx | MCF10A rerep | S2 tox | IL-1B inflam inh | KB-3-1 cytotox | ATXN2 expr inh | HT1080-NT tox | KB-V1 MDR tox
- Cc1nn(S(=O)(=O)c2cccc([N+](=O)[O-])c2)c(C)c1Br
→ -39%[inhibitor] | -3% | -23% | i | 79 | 3% | -22% | -5% | -18%
- COc1ccc(CCNC(=O)c2n[nH]c3ccccc23)cc1
→ 11% | -4% | 5% | i | -5 | 1% | 5%[11.3 µM] | 2% | 33%
- CC(C)(C)n1nc2c(c1NC(=O)c1ccccc1S(=O)(=O)C(F)F)CS(=O)(=O)C2
→ -7% | -6% | -1% | i | -6 | -4% | -13% | 1% | -22%
- CCCCNc1c(-c2cccc(OC)c2)nc2nc(C)cc(C)n12
→ . | -2% | . | ? | 22 | 5% | -2% | -29% | ?
- COc1ccc(CCNc2cc(C)[nH]c(=O)c2)cc1OC
→ -5% | 4% | 0% | i | ? | ? | 2% | 13% | -6%
- O=C(NCCS(=O)(=O)NC1CCCCC1)c1ccc2c(c1)OCO2
→ -106%[inhibitor] | 10% | 0% | i | 11 | -1% | -8% | 12% | -1%
- O=C1CC(NNc2nc3ccccc3s2)C(=O)N1c1ccccc1 (centres undefined)
→ -1% | -2% | 1% | i | 0 | -8% | 4% | 5% | -3%
- Cc1cccc(C)c1NC(=O)Cn1cc(C(=O)C2CC2)c2ccccc21
→ . | . | . | i | . | -7% | -10% | . | 0%
- CC(OC(=O)Cc1n[nH]c(=O)c2ccccc12)C(=O)Nc1ccc(S(N)(=O)=O)cc1 (centres undefined)
→ -5% | 3% | 0% | i | 19 | -2% | -3% | 5% | -1%
- O=C(COc1nc2ccccc2nc1N1CCOCC1)Nc1cccc(S(=O)(=O)N2CCCCC2)c1
→ -1% | 1% | 10% | ? | ? | -1% | 6% | 7% | -3%
- Cc1ccc(-c2c[n+](CC(=O)N3c4ccccc4Sc4ccccc43)c3n2CCC3)cc1
→ 1% | ? | 1% | i | -58* | ? | -20% | ? | 27%
- Nc1nc(SCC(=O)Nc2ccc(F)cc2)[nH]c(=O)c1NC(=O)c1ccc(F)c(F)c1
→ -26% | 4% | -13% | i | i | -2% | 2% | -2% | 3%
- N=C1C(=O)OCC1c1ccccc1NC(=O)CN1CCCCC1 (centres undefined)
→ ? | 4% | 18% | i | 11 | 1% | -2% | 6% | -23%
- O=C(C1CC1)N1CCN(S(=O)(=O)c2ccc3c(c2)OCCO3)CC1
→ 7% | -10% | -7% | i | -6 | -3% | -2% | -1% | ?
- CCOC(=O)c1sc2ncn(/N=C/c3cccnc3)c(=O)c2c1C
→ 3% | 13% | 2% | ? | -11 | 17% | 4% | 9% | 2%
- COc1ccc(NC(=O)N/C=C/c2ccccc2)cc1
→ ? | 25% | 16% | i | -25 | 0% | 35%[activator] | 19% | ?
- Cc1nn(CC(=O)Nc2ccc3c(c2)nc(CN2CCCC2)n3C)c(=O)c2ccccc12
→ -1% | -1% | 0% | i | -11 | 1% | 0% | -1% | 4%
- CC1CC2=C(NC(=S)NC2c2ccccc2F)/C(=C/c2ccccc2F)C1 (centres undefined)
→ 10% | -20% | ? | i | -12 | -20% | 5% | -19% | -15%
- Oc1ccc2sc(-c3ccccc3O)c(-c3ccc(OCCN4CCCCC4)cc3)c2c1
→ . | 16µM* | . | ? | 104 | ? | ? | ? | -18%
- O=[N+]([O-])c1ccc(Oc2ccc(F)cc2Br)c2ccncc12
→ ? | -6%[9.24 µM] | ? | ? | ? | -41% | -13% | 16µM* | -27%
- COc1ccc(NC(=O)CCCNC(=O)c2ccc(Cl)cc2)cc1S(=O)(=O)N1CCCCC1
→ -1% | 2% | -6% | ? | -5 | -21% | . | -3% | 15%
- CCCCN(CC)CCCNC(=O)c1ccc2c(c1)N(CC)C(=O)c1ccccc1S2(=O)=O
→ -1% | -7% | 0% | i | 0 | -5% | -10% | -3% | 18%
- COC(=O)c1c(-c2ccc(OC)cc2)oc2ccccc12
→ -3% | 8% | ? | i | 24 | 9% | -2% | 6% | -1%
- COCC(=O)Nc1cc(C(=O)NCCc2ccccc2)ccc1Cl
→ -5% | 16% | -32%[inhibitor] | i | -5 | 25% | 8% | 7% | ?
- CS(=O)(=O)c1ccccc1-c1nnc(NC(=O)COc2ccc(Cl)cc2)o1
→ -119%[inhibitor] | 0% | -19% | i | 3 | 11% | -15% | -13% | -1%
- C/C(=N\NC(=O)c1sccc1-n1cccc1)c1cccs1
→ -2% | 0% | 4% | i | 23 | 1% | 16% | -4% | -4%
- COc1ccc(Cl)cc1N(CC(=O)N1CCC(C)CC1)S(C)(=O)=O
→ -3% | -9% | 0% | i | -12 | -3% | -5% | -1% | -10%
- CC1CCN(Cc2ccc(NC(=O)C3CCN(c4nnc(-n5cccc5)s4)CC3)cc2)CC1
→ ? | -10% | 28% | i | -6 | -1% | -33% | -15% | 2%
- Cc1cc2ccccc2n1CCNC(=O)C1CC1
→ 0% | -1% | -1% | i | -22 | 0% | -4% | 21% | -16%
- NC(=O)c1ccccc1NC(=O)NC1CCCCC1
→ 4% | 1% | 8% | i | 0 | 5% | 10% | 4% | 10%
- CCC(C(=O)Nc1ccc(C(=O)OC)cc1)n1nc(-c2ccc(C)cc2)c2c(c1=O)CCCC2 (centres undefined)
→ . | . | . | i | . | -10% | -25% | . | ?
- COc1ccc(NC(=S)NCC(c2ccco2)N2CCCC2)cc1 (centres undefined)
→ -4% | 16% | -3% | i | -4 | 7% | 13% | 13% | ?
- Cc1ccc(/C=C/c2onc(C)c2S(=O)(=O)N2CCC(C(=O)NCC(C)c3ccccc3)CC2)cc1 (centres undefined)
→ . | . | . | i | . | 3% | -3% | . | 0%
- CCOC(=O)CNC(=O)N(C)[C@H]1C[C@H]2c3[nH]c4ccccc4c3CCN2C[C@H]1[C@H](C)O
→ . | 12% | . | i | 20 | 0% | 3% | 17% | 25%
- CN(C)c1ccc(CN(C(=O)/C=C/c2ccccc2Cl)C2CCS(=O)(=O)C2)cc1 (centres undefined)
→ -6% | -11% | 27% | i | -9 | -3% | -23% | -14% | 0%
- COc1c2occc2c(OC(C)=O)c2c(=O)cc(C)oc12
→ 6% | ? | 18% | i | ? | -17% | -18% | ? | -45%
- Cc1ccc(CCNC(=O)CC2Oc3ccc(C)cc3NC2=O)cc1 (centres undefined)
→ -1% | 0% | 3% | i | -3 | 0% | -10% | 13% | -9%
- COc1ccccc1OCc1ccc(C(=O)N(C)c2ccccc2)o1
→ -8% | 3% | 6% | i | 25 | -1% | . | 5% | -19%
- O=C(N[C@@H]1C/C=C\C[C@@H](CC(=O)N(CCO)Cc2ccccc2)C(=O)N[C@@H](c2ccccc2)COC1=O)OCC1c2ccccc2-c2ccccc21
→ 2% | -1% | -7% | ? | 9 | -8% | -13% | -8% | 8%
- CCSc1nnc(NC(=O)c2ccc(F)c(S(=O)(=O)N3CCOCC3)c2)s1
→ -5% | 0% | ? | i | -6 | . | -6% | -6% | .
- CC(C)(C)c1ccc(CC(=O)N2CCC2(C)C(=O)Nc2ccc3[nH]ncc3c2)cc1 (centres undefined)
→ . | 2% | . | ? | -1 | 0% | -31% | 6% | -27%
- COc1cc(OC)cc(C(=O)Nc2ccccc2N2CCOCC2)c1
→ -5% | 8% | -1% | i | -11 | 2% | -4% | 6% | -19%
- CCCCCc1c(O)nc(SCCN(C)C)[nH]c1=O
→ -5% | 11% | -1% | i | ? | 13% | 4% | 2% | 14%
- Clc1cc(-c2ccc(/C=N/n3cnnc3)o2)ccc1Br
→ 2% | 26% | 0% | i | -22 | 4% | -2% | 18% | 0%
- CCn1nc(NS(=O)(=O)c2ccccc2)c2cc3cc(C)ccc3nc21
→ -16% | 20% | -13% | i | 81 | 9% | . | 0% | 7%
- Cc1nn(C)c(C(=O)NC2C3CC4CC(C3)CC2C4)c1Cl (centres undefined)
→ 23µM* | -16% | 15% | i | 22 | 16% | -15% | -4% | -1%
- CC1C[C@@]2(NC(=O)NC2=O)C(C)CN1C (some centres undefined)
→ -4% | 17% | -3% | i | 2 | 0% | -10% | 7% | 23%
- N=C1C(c2ccccc2)=C(O)CN1CCCO
→ 0% | -1% | -4% | i | 7 | 2% | -2% | 2% | 1%
- CC1CC(C)CN(c2nc(NCc3ccco3)nc(N)c2[N+](=O)[O-])C1 (centres undefined)
→ 6% | 8% | ? | i | 21 | ? | -15% | 4% | ?
- O=C(OCc1nnc(-c2ccccc2)o1)c1cc(F)c(F)cc1Cl
→ -4% | 6% | 0% | i | -1 | 4% | -4% | 0% | -9%

Next section:
Each structure is followed by: SW480 rerep | HT1080 IDH1KD tx | MCF10A rerep | S2 tox | IL-1B inflam inh | KB-3-1 cytotox | ATXN2 expr inh | HT1080-NT tox | KB-V1 MDR tox
- Cc1ccc(C(=O)Nc2ccccc2-c2ccccc2)o1
→ 25% | 1% | -7% | i | -17 | 0% | 0% | -2% | ?
- COc1cc(C2Nc3ccccc3-c3nnc(SCc4ccc(Cl)cc4)nc3O2)ccc1OCC(=O)O (centres undefined)
→ . | . | . | i | . | 1% | 2% | . | 14%
- CCOC(=O)C1CCCN(C(=O)c2cc(C#N)cs2)CC1 (centres undefined)
→ . | 10% | . | i | 0 | 2% | 17% | 22% | -23%
- Cc1ccc(NC(=O)CN2C(=O)c3ccccc3C2=O)c(C)c1
→ ? | 3% | ? | i | -8 | -1% | 12% | 4% | 21%
- CCn1c(SCC(=O)NC2CCCCC2)nnc1C(CO)NC(=O)c1ccccc1 (centres undefined)
→ -10% | 3% | -2% | i | i | -1% | -12% | 1% | -8%
- Cn1cc(SCC(=O)Nc2nccs2)c2ccccc21
→ -5% | -9% | -3% | i | 3 | 7% | 67%[activator] | -1% | 2%
- CS(=O)(=O)N(CC(=O)NC1CCCC1)C1CCCCC1
→ 1% | 18% | -7% | i | 0 | -5% | 2% | 2% | -22%
- O=C(CN(C(=O)C1CSC(=O)C1)c1cccc(F)c1)NC1CCCC1 (centres undefined)
→ 0% | 0% | -1% | i | -4 | -3% | . | -2% | -2%
